AddAB inh – less growth of phage-infected E. coli with AddAB | 330,000 tested, 0.29% active | E. coli expressing H. pylori AddAB, absorbance growth | inhibition, % at 11.9 µM | AID 435030; in the data active means inhibition above about 12%;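 further: 0% = vehicle wells of infected cells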
MITF act – increases MITF-driven TRPM1 promoter luciferase signal; SK-MEL-5 TRPM1-promoter luciferase, 24 h; % of positive control, neutral wells = 0; activation, % at 12.5 µM; 300,000 tested, 0.75% active;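 active means mean activation of at least 80% with every replicate also reaching 80%; inconclusive means mean reaches 80% but some replicate falls short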;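 further: 0% = neutral control wells and 100% = parthenolide positive control wells; values of inactives mirror those of a sister screen read the other way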
CAL PDZ FP-1 – inhibitors of human CAL PDZ peptide binding. 300,000 tested, 0.92% active. inhibition, % at 24.9 µM. purified CAL PDZ, TMR-peptide fluorescence polarization, 1 h. Q9HD26. AID 602252;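 active means mean inhibition of at least 30% with at least half of replicates also reaching 30%; inconclusive means no clear call, values can overlap the other calls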;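 further: 0% = DMSO neutral control and 100% = excess unlabeled competitor peptide PRC23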
Wnt act – activates Wnt/beta-catenin signaling in a reporter cell assay. 300,000 tested, 1.2% active. activation, % at 9.35 µM. activator, plate reader; in the data active means activation above about 30%, passing the limit was not always enough; inconclusive means no clear call, values can overlap the other calls;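 further: 0% = neutral control wells and 100% = positive control wells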
Tat export inh – inhibitors of E. coli Tat protein transport | E. coli MC4100 TorA-mCherry Tat export, fluorescence | inhibition, % at 10 µM | 340,000 tested, 0.036% active | AID 488895;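 active means mean replicate inhibition at least 50% and at least half of replicates individually reaching 50%; inconclusive means only one of the two criteria met; inactive means neither criterion met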;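 further: exported cargo escapes ClpAP degradation while cytoplasmic cargo is degraded and loses fluorescence; 0% = median of neutral control wells and 100% = median of NaSCN control wells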
CAL PDZ FP-2 – human CAL PDZ-peptide interaction inhibition; Q9HD26; purified CAL PDZ, TMR-peptide fluorescence polarization, 1 h; inhibition, % at 20 µM; 330,000 tested, 0.02% active; AID 504414;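 active means highest replicate inhibition of at least 40%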;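 further: plate controls were DMSO neutral control wells for no effect and unlabeled competitor peptide control wells for full effect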
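System: purified tagged CAL PDZ domain construct (CerCALP). Schedule: 1 h incubation at room temperature before polarization reading. Medium: 25 mM sodium phosphate pH 7.4, 150 mM NaCl, TCEP, IgG, Thesit. Read-out: percent inhibition from loss of millipolarization. Measured by: FP readout, S and P plane fluorescence. Probe or stimulus: fluorescent TMR peptide probe.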
SR-BI HDL uptake – inhibitors of mouse SR-BI mediated HDL lipid uptake. ldlA[mSR-BI] CHO cells, DiI-HDL uptake fluorescence, 3 h. inhibition, % at 12.5 µM. 320,000 tested, 0.96% active;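 active means mean replicate inhibition of at least 70% and a set share of replicates each scoring 70 or more; inconclusive means meets just one of the two criteria; inactive means fails both criteria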;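 further: 0% = median of neutral control wells and 100% = median of positive control wells; values of inactives mirror those of a sister screen read the other way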
Target sequence (Q61009 whole entry, looked up): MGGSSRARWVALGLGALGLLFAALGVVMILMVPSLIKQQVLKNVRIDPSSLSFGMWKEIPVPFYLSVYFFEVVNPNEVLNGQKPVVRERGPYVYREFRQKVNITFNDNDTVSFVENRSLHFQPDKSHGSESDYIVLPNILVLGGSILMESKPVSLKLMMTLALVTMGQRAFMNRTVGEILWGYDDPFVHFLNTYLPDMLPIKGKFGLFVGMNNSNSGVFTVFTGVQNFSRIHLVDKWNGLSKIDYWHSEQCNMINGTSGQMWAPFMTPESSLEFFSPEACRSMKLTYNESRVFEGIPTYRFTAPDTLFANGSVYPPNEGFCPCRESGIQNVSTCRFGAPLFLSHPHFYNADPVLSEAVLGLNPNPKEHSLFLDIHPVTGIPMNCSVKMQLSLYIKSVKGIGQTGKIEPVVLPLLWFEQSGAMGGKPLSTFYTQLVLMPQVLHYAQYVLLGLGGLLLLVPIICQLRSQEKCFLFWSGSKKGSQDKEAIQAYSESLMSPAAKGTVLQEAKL
phage Ecoli inh – E. coli growth loss with phage present; growth absorbance; inhibition, % at 11.9 µM; 360,000 tested, 0.26% active; AID 651602; in the data active means inhibition above about 11%
SR-BI DiI-HDL act – enhances SR-BI lipid uptake from DiI-HDL. CHO ldlA[mSR-BI] cells, DiI-HDL uptake fluorescence, 3 h; 100 = double the neutral-control signal. 320,000 tested, 0.096% active. activation, % at 12.5 µM. AID 504775;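 active means mean replicate activation of at least 60% and every replicate at or above 60%; inconclusive means mean or all-replicate condition met, but not both; inactive means mean below 60% and not all replicates reaching 60%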;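 further: 0% = median plate neutral-control signal and 100% = twice that signal; values of inactives mirror those of a sister screen read the other way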
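system = CHO ldlA[mSR-BI] cells, LDL receptor-null, SR-BI overexpressing | medium = Ham's F12 with 0.5% BSA, HEPES 25 mM, pH 7.4 | probe or stimulus = DiI-HDL 10 µg/mL | compound dosing = single-point compound dose | incubation = compound exposure 3 h, 37 °C | technique = DiI fluorescence, bottom read | read-out = cell-associated DiI fluorescence as measure of HDL uptake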
E coli growth – bacterial growth inhibition, counter-screen for AddAB inhibitors. inhibition, % at 11.9 µM. 330,000 tested, 0.27% active. E. coli V3065 growth, OD600 absorbance, 18 h. AID 449728;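 active means inhibition above the campaign's mean inhibition across all tested compounds plus 3 SD, cut at about 9.9% in these data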;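 further: uninfected addAB+ strain grown without phage in ampicillin broth; 0% = DMSO wells and 100% = ciprofloxacin 0.95 µg/ml wells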
* = called active by the depositor; ? = inconclusive; . = not tested or not shown.

SMILES	AddAB inh	MITF act	CAL PDZ FP-1	Wnt act	Tat export inh	CAL PDZ FP-2	SR-BI HDL uptake	phage Ecoli inh	SR-BI DiI-HDL act	E coli growth
COc1ccc(CCNC(=O)C2CCN(S(=O)(=O)c3ccc(OC)c(OC)c3)CC2)cc1	4.2	.	2	-5	-1	-2.6	-2	1.2	2	0.1
O=C1CN(C(=O)COC(=O)c2ccco2)c2ccccc2N1	1.7	.	-1	0	-5	-0.5	-12	3.3	12	0.7
c1ccc2cc(N3CCCCC3)ccc2c1	.	19	1	3	6	-0.1	-13	3.2	13	.
O=c1[nH]c(=O)n([C@H]2C[C@H](O)[C@@H](CO)O2)cc1C(F)(F)F	13*	-8	-3	2	16	-0.3	-3	11*	5	9.3
COc1ccc(Nc2ncc3c(n2)CC(c2ccc(C)cc2)CC3=O)cc1 (centres undefined)	-0.5	.	-6	.	-6	-3.1	26	3.3	-26	-1.1
O=C(Cn1c(=O)c2cccn2c2ccccc21)NCc1cccc(F)c1	-1.6	-2	-2	-1	-6	-2.7	13	3.2	-13	-4.7
COc1nc2ccc(C)cc2cc1-c1noc(-c2cccnc2)n1	2.7	-1	0	-1	4	-0.9	-27	2.5	27	0.4
Cc1ccc(S(=O)(=O)NC(C)CCc2ccccc2)cc1 (centres undefined)	1.7	14	-2	-1	6	-0.2	32	1.4	-32	-1.8
CSCCC(NC(=O)c1ccccc1Cl)C(=O)N(C)CC(=O)Nc1ccc(N2CCOCC2)cc1 (centres undefined)	-0.7	-12	-16	-1	-4	-1.6	19	1.0	-19	0.0
CC1(C)CC(=O)C2=C(C1)OC(N)=C([N+](=O)[O-])C2c1ccc(F)cc1 (centres undefined)	-0.3	.	.	1	.	.	.	-0.9	.	-1.4
Cc1c(C(=O)O)oc2c1C(=O)CC(C)(C)C2	3.2	-2	-5	1	-5	-0.5	-12	3.0	12	2.2
Cc1ccc(Cl)c(NC(=O)CSc2cccc[n+]2[O-])c1Cl	-1.0	6	2	1	0	-0.7	-5	0.4	5	-1.4
O=C(NC1CC2CCC1C2)C1CCN(S(=O)(=O)c2ccc(-c3nn[nH]n3)cc2)CC1 (centres undefined)	3.0	0	0	.	2	-1.0	-5	1.1	5	-0.3
COc1nc(-c2cnccn2)sc1C	0.6	4	2	0	-7	0.7	-2	4.4	2	-1.8
Cc1cccc(-n2ccnc2SCC(=O)Nc2nccs2)c1	-1.1	23	-2	.	1	-1.0	-22	0.1	22	-1.8
CC(C)(C)OC(=O)N(Cc1ccccc1)Cc1ccc(OCc2cccc(NC(=O)c3ccccc3)c2)cc1	.	-13	-1	-5	-4	-1.0	30	2.3	-30	.
Cc1nnc(NC(=O)CCSCCC(=O)Nc2nnc(C)s2)s1	3.2	-3	-4	-1	1	-2.6	-29	3.4	29	2.5
COc1ccc(C(=O)NCC2(N3CCCCC3)CCCCC2)cc1S(=O)(=O)N(C)C	3.2	7	-5	-1	-4	-2.0	-4	2.3	4	-2.1
O=C(CCCc1nc(-c2ccccc2)no1)NC1CCCC1	4.1	2	1	-2	11	-1.1	-4	2.2	4	-2.7
Cc1onc(-c2ccccc2)c1C(=O)OCC(=O)Nc1ccc(Cl)cc1	2.0	0	.	-4	1	-3.1	11	3.4	-11	1.8
O=C1CSC(c2ccncc2)N1Cc1ccc(F)cc1 (centres undefined)	0.6	2	-3	3	-8	-0.5	8	-2.4	-8	-1.4
CCCCCCC(=O)Nc1nnc(CC)s1	-1.9	13	-2	4	3	-0.3	-20	2.2	20	-1.6
CCOc1cc(NC(=O)c2cccs2)c(OCC)cc1NC(=O)c1ccccn1	0.7	-16	6	-4	-9	-1.4	68	4.0	-68	-0.6
CC(C)(C)c1ccc(OCC(=O)NNC(=S)NC(=O)c2ccccc2[N+](=O)[O-])c(Br)c1	-0.3	-15	1	-1	-13	0.0	-37	-3.5	37	-5.7
COc1ccc([N+](=O)[O-])cc1NC(=O)CCN1CCN(c2ccccc2)CC1	5.5	-1	-6	-2	-3	0.3	55	2.8	-55	-0.3
CC(=O)Nc1ccc2oc(C)nc2c1	3.5	0	3	-1	1	-0.4	2	3.6	-2	1.2
O=C(CNC(=O)c1ccc(C(F)(F)F)cc1)NC1CC1	-1.3	14	.	-3	5	-0.9	-12	0.9	12	-2.1
CCOc1ccc(N2C(=O)C(c3ccccc3)=C(c3nc4ccccc4s3)C2NC(C)=O)cc1 (centres undefined)	3.9	16	1	3	18	-0.7	11	4.1	-11	0.2
CC(=O)Nc1cc(C(=O)NCc2ccco2)ccc1Sc1ccc(Cl)cc1	-0.1	-9	0	5	-2	-1.2	-19	3.6	19	-0.8
CC1Cc2ccccc2N1C(=O)CSc1nnc2n1C(C)(C)Cc1ccccc1-2 (centres undefined)	0.3	.	23	.	3	-2.1	30	-1.2	-30	-2.6
N#Cc1cccc(NC(=O)CSc2sc3c(O)cc(=O)[nH]c3c2C#N)c1	3.4	5	-1	-2	2	-2.4	-9	2.1	9	0.5
COc1ccccc1CNC(=S)Nc1cc(C)ccc1C	1.1	-6	3	-3	0	-0.2	60	1.9	-60	-0.2
CN1CCCN(Cc2ccc(Cl)cc2Cl)CC1	2.4	-1	-3	-6	-8	0.9	-2	1.6	2	-0.7
Cc1ccc(Oc2ccccc2NC(=O)C2=COCCO2)cc1	1.7	-9	0	-3	9	-2.0	13	1.3	-13	0.8
O=C(c1ccccc1)N1CCc2ccccc21	-0.3	-2	-5	.	17	-1.3	-21	1.9	21	-0.7
C=CC[C@@H](CC(=O)N[C@@H](CO)Cc1ccccc1)C(=O)N[C@@H](COC(=O)[C@@H](CC=C)Cc1ccc(F)cc1)Cc1ccccc1	-0.2	-23	-1	-8	2	-0.1	47	1.9	-47	-2.7
CC(C)(C)c1ccc(C(=O)N2CCC(NC(=O)c3ccccc3)CC2)cc1	2.0	6	1	2	1	-0.1	38	-1.4	-38	-1.7
CCN1CCN(CCNC(=O)c2ccc(CS(=O)c3ccc(Cl)cc3)o2)CC1 (centres undefined)	3.7	-9	-5	-1	3	-2.1	11	2.1	.	-0.8
COc1ccc(/C=N/NC(=O)c2ccccc2O)cc1COc1ccccn1	-2.1	0	13	-4	2	-2.5	.	-1.4	.	-0.6
Cc1nnc(SCc2ccccc2CSc2nnc(C)s2)s1	1.1	-10	-3	-2	?	-2.6	-17	-4.3	17	0.8
CCCCc1ccc(S(=O)(=O)NCCc2ccncc2)cc1	1.9	-10	-1	-2	3	-2.2	-16	3.0	16	-0.2
O=C(Nc1ccccc1)OCc1cc(-c2ccc(Cl)cc2)on1	0.5	-3	-1	.	11	-2.0	-38	0.5	38	-0.5
O=C(c1cccc(NS(=O)(=O)c2ccccc2)c1)N1CCCCC1	1.7	-11	-1	-3	-1	-1.3	-13	4.0	13	0.6
COc1ccc(NC(=O)/C(C#N)=C\c2ccc(-c3cc(C(=O)O)ccc3C)o2)cc1	-2.8	-5	-4	-2	-8	-2.3	-5	0.7	5	-3.9
Clc1ccc(-n2nnnc2CN2CCOCC2)cc1	-0.5	.	7	.	4	-0.4	-10	2.5	10	-2.1
Cc1ccc(SC(C)C(=O)Nc2cccc(N(C)S(C)(=O)=O)c2)cc1 (centres undefined)	0.9	-10	4	.	0	-0.5	-16	2.2	16	2.4
Cc1ccc(S(=O)(=O)CCC(=O)Nc2nnc(CC(C)C)s2)cc1	1.3	-10	-5	-5	2	0.5	-11	3.1	11	-3.3
O=[N+]([O-])c1cccc(C(=Nc2cccc(Cl)c2)NO)c1	0.3	.	-1	-5	6	-0.1	11	3.9	-11	-0.6
CC(OC(=O)c1ccc(O)cc1)C(=O)Nc1cc(C(F)(F)F)ccc1Cl (centres undefined)	2.7	-13	4	11	4	-0.9	27	-1.7	-27	-2.4
Cc1ccc(-n2c(CNc3cccc(Cl)c3)n[nH]c2=S)cc1	-0.3	0	-18	5	5	-1.9	-10	2.6	10	-1.7
COc1cccc(N(C(=O)CNC(=O)c2ccco2)C(C(=O)NC2CCCC2)c2cccnc2)c1 (centres undefined)	0.2	3	.	-1	-4	-1.1	.	1.0	.	-1.4
O=S(=O)(NCc1ccc2c(c1)OCO2)c1cccc2cccnc12	3.8	1	-1	-4	1	.	1	3.1	-1	1.8
CCC(=O)Nc1nc2ccc(NC(=O)COc3ccccc3)cc2s1	-0.9	4	4	-1	-7	-2.3	-10	1.4	10	-0.3
O=C(O)C(Cc1ccccc1)n1c(=S)[nH]c2ccccc2c1=O (centres undefined)	0.9	-9	6	1	-2	0.5	-7	3.6	7	0.0
COc1ccc(COC(=O)c2ccc(Br)c(S(=O)(=O)N3CCOCC3)c2)cc1F	-0.8	1	3	-1	15	-2.7	74*	0.9	-74	-0.2
CC1CCCCN1C(=O)Cn1c(=O)oc2cc(S(=O)(=O)N3CCCC3)ccc21 (centres undefined)	-1.7	0	.	-1	-1	0.0	-7	-1.3	7	2.1
CCOC(=O)c1c(S(=O)(=O)N2CCCCC2C)c(C)n(C)c1C (centres undefined)	-2.5	-13	-3	3	-3	-0.6	-3	4.2	3	-0.8
CCc1noc(C)c1C(=O)Nc1nnc(C(CC)CC)s1	1.1	-3	1	2	-7	-0.8	10	1.1	-10	-2.8
CC(C)(C)NC(=O)NC(=O)COC(=O)CNC(=O)c1cc(Cl)cc([N+](=O)[O-])c1	1.3	1	.	0	5	0.0	-15	4.2	15	0.0

Ordered by formula weight (high to low): some entries from above.
SMILES	AddAB inh	MITF act	CAL PDZ FP-1	Wnt act	Tat export inh	CAL PDZ FP-2	SR-BI HDL uptake	phage Ecoli inh	SR-BI DiI-HDL act	E coli growth
CCN1CCN(CCNC(=O)c2ccc(CS(=O)c3ccc(Cl)cc3)o2)CC1 (centres undefined)	3.7	-9	-5	-1	3	-2.1	11	2.1	.	-0.8
Cc1nnc(NC(=O)CCSCCC(=O)Nc2nnc(C)s2)s1	3.2	-3	-4	-1	1	-2.6	-29	3.4	29	2.5
CCOC(=O)c1c(S(=O)(=O)N2CCCCC2C)c(C)n(C)c1C (centres undefined)	-2.5	-13	-3	3	-3	-0.6	-3	4.2	3	-0.8
COc1nc2ccc(C)cc2cc1-c1noc(-c2cccnc2)n1	2.7	-1	0	-1	4	-0.9	-27	2.5	27	0.4
O=c1[nH]c(=O)n([C@H]2C[C@H](O)[C@@H](CO)O2)cc1C(F)(F)F	13*	-8	-3	2	16	-0.3	-3	11*	5	9.3

An unsorted share of the library. Share with any hit: about 3.6%.
